Assay outcomes from PubChem.
Apaf-1 inh – inhibitors of human Apaf-1 apoptosome, primary screen, biochemical, DEVD-Rh110 fluorescence, uHTS | Apoptotic protease-activating factor 1 (Homo sapiens), O14727 | reconstituted apoptosome caspase-3 activity | inhibition, % at 20 µM | 0.71% of 330,000 active | AID 489030, 2010; active = inhibition of at least 40% at 20 µM;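 also: plate controls were DMSO wells for no effect and DEVD-CHO caspase inhibitor wells for full effect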
Target sequence (O14727 whole entry, looked up): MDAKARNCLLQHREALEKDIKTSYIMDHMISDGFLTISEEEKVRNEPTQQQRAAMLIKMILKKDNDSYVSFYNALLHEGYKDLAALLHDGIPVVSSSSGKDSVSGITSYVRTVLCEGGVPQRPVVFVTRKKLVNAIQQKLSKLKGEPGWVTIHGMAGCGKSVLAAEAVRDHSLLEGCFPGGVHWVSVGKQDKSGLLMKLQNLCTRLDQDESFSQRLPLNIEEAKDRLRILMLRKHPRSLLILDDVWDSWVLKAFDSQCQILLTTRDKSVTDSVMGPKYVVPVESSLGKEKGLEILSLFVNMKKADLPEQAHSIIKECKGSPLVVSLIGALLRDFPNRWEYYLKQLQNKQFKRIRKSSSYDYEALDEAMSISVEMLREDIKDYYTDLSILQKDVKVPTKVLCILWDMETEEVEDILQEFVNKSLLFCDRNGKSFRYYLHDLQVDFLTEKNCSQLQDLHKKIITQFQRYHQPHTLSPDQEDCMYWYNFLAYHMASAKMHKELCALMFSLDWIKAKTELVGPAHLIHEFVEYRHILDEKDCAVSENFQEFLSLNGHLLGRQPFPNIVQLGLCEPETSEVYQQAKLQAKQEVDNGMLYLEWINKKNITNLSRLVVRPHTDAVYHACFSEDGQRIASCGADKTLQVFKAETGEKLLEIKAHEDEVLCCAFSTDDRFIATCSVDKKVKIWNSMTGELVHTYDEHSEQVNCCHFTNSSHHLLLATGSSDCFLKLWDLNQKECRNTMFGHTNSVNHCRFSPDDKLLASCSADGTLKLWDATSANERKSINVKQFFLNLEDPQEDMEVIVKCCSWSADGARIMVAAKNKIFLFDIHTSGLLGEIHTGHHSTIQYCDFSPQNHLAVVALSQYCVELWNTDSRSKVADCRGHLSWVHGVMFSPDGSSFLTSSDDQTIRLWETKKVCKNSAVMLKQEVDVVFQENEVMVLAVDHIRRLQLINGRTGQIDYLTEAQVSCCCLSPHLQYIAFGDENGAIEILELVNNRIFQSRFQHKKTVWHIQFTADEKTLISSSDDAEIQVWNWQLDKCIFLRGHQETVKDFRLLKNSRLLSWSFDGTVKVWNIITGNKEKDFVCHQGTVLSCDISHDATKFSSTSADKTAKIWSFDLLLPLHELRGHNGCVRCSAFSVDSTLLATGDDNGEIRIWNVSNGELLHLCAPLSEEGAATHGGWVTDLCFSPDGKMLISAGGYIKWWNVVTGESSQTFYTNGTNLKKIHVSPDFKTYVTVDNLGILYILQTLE
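Medium: Hepes buffer, pH 7.5 / System: biochemical Apaf-1 apoptosome reconstitution / Measured by: Rh110 fluorescence, excitation 480 nm, emission 540 nm / Times: compound with Apaf-1, dATP, procaspase-3 30 min, then 50 min reaction, room temperature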
HKDC1 inhibitor – HKDC1 hexokinase inhibitors, primary screen, biochemical, fluorescence, uHTS. inhibition, % at 20 µM. 0.16% of 340,000 active. Q2TB90. AID 493160, 2011. recombinant HKDC1, G6PDH/diaphorase resazurin coupled fluorescence;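 active = inhibition above about 35% when tested at 20 µM, limit read from the data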;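 also: plate controls were DMSO wells with enzyme for no effect and DMSO wells lacking enzyme for full effect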
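Test system: recombinant HKDC1 (HK5) hexokinase enzyme, produced in-house / Doses: 20 µM test compound, 1% DMSO / Timing: 90 min, room temperature / Detection: G6PDH/diaphorase-coupled fluorescence, 1 mM NADP, 100 µM resazurin, 525/613 nm / Control set: DMSO wells with and without enzyme mix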
SENP7 block – SENP7 protease inhibitors, primary screen, biochemical, luminescence, uHTS; Sentrin-specific protease 7 (Homo sapiens), Q9BQF6; recombinant SENP7, Z-RLRGG-aminoluciferin luminescence, 40 min; inhibition, % at 5 µM; 1.5% of 330,000 active; AID 434973, 2010;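 active = inhibition above about 50% at the single test dose, limit read from the data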;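 also: plate controls were DMSO with enzyme for no effect and no enzyme buffer wells for full effect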
SENP6 block – SENP6 protease inhibitors, primary screen, biochemical, luminescence, uHTS. Sentrin-specific protease 6 (Homo sapiens), Q9GZR1. Recombinant SENP6 catalytic domain, aminoluciferin luminescence. inhibition, % at 10 µM. 1.8% of 330,000 active. AID 2599, 2010;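 active = inhibition above about 50% at the single tested dose, limit read from the data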;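 also: plate controls were DMSO wells with enzyme for no effect and DMSO wells lacking enzyme for full effect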
SENP8 block-1 – human SENP8 protease inhibitors, primary screen, biochemical, fluorescence, Nedd8 protein substrate, uHTS; recombinant SENP8; inhibition, % at 20 µM; 0.64% of 360,000 active; AID 602440, 2012; in the data active = inhibition mostly above about 40%, no sharp cut-off; inactive = mostly below about 27%
SENP8 block-2 – SENP8 protease inhibitors, primary screen, biochemical, luminescence. Sentrin-specific protease 8 (Homo sapiens), Q96LD8. purified SENP8, Z-RLRGG-aminoluciferin cleavage. inhibition, % at 10 µM. 1.2% of 330,000 active. AID 2540, 2010; in the data active = inhibition above about 50%
PfG6PD inh – PfG6PD enzyme inhibitors, primary screen, biochemical, fluorescence intensity, uHTS; PfGluPho enzyme, NADPH resazurin-diaphorase fluorescence; inhibition, % at 20 µM; 0.78% of 350,000 active; AID 504690, 2011;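 active = inhibition reaching at least a set limit at 20 µM in the primary screen, cut at about 59% in these data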;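 also: 0% = DMSO wells with substrate and 100% = DMSO wells lacking glucose-6-phosphate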
SENP1 FRET inh – human SENP1 catalytic domain inhibitors, primary screen, biochemical, FRET, uHTS; recombinant SENP1 catalytic domain, CyPet-SUMO1-YPet FRET cleavage; inhibition, % at 10 µM; 0.21% of 360,000 active; AID 624204, 2012;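 active = inhibition at least 30% at 10 µM, raw YFP signal under a set limit, fluorescence ratio 0.5 to 1.5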;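 also: 0% = enzyme with DMSO and 100% = no enzyme wells; some results filed as inactive read as strong as hits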
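System: Recombinant human SENP1 catalytic domain, His6-tagged | Incubation: Enzyme reaction for 50 min at room temperature, dark | Medium: Tris pH 8 with BME, BSA, NP40 and catalase | Also added: 25 nM SUMO1 FRET substrate | Compound: 10 µM single point, 0.5% DMSO | Measured by: FRET fluorescence in CFP and YFP emission channels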
* hit, by the source's call; i = inactive; x = not tested or not shown.

Compound	Apaf-1 inh	HKDC1 inhibitor	SENP7 block	SENP6 block	SENP8 block-1	SENP8 block-2	PfG6PD inh	SENP1 FRET inh
c1ccc(CNc2ncnc3c2oc2ccccc23)nc1	6	-9	-6	-9	6	-10	-3	-3
C=CCC1NS(=O)(=O)OC(CCCC)C1O (stereo not drawn)	2	-8	-11	2	7	1	-4	0
CCOC(=O)N1CCN(CCC(=O)Nc2ccc(C)c(Br)c2)CC1	10	-4	11	-3	15	-4	7	1
CC(C)Oc1ccccc1/C=N/NC(=O)c1ccccc1Cl	-9	-6	-8	15	34	-4	26	3
O=C(Cc1c(O)c2ccccc2[nH]c1=O)NCc1ccccc1F	-9	-5	2	-15	-9	11	-13	3
CC(=O)N1CCc2cc(S(=O)(=O)NC3CCCCC3)ccc21	1	-4	-5	-6	21	-3	-15	1
Cc1cnc(C(=O)OCC(=O)c2ccc(F)c(F)c2)cn1	-15	6	-4	-10	13	-8	3	-1
COc1cc(C(=O)OCC(=O)NC(=O)NC2CCCCC2)cc(Cl)c1OC	25	-4	-7	-3	13	12	15	3
CSCc1nnc(NC(=O)c2ccc(S(=O)(=O)N3CCCCC3C)cc2)o1 (stereo not drawn)	7	-2	2	-26	7	1	-33	1
CCn1ccnc1CC1COc2ccccc2O1 (stereo not drawn)	-7	-4	0	-8	10	-4	-5	2
C=CCNC(=S)N1CCN(Cc2ccccc2)CC1	-8	1	-3	-2	12	-7	-17	2
COc1cc(/C=N/NC(=O)COc2c(C)cc([N+](=O)[O-])cc2C)ccc1OC(=O)c1ccccc1	23	-5	-3	10	2	-5	12	-2
Cc1cccc(-n2c(-c3ccco3)n[nH]c2=S)c1	0	-5	1	12	-16	4	17	1
O=[N+]([O-])c1ccccc1C=NN1CCCCCC1	x	-5	x	x	17	x	15	1
COc1cc2c(cc1OC)N1C(=O)CC(OCC(=O)O)C3C4CC5(CCN5C(=O)C4=O)C2C31 (stereo not drawn)	-5	18	1	-4	8	3	-13	1
CCCn1cc2c(c1-c1cccc(C)c1)c(=O)n(C)c(=O)n2C	-1	-6	9	-7	-9	1	1	1
CCOC(=O)NC(=O)CSc1nnnn1-c1ccc(Cl)cc1	-11	1	13	-23	37	-8	-13	1
CC(C)c1nnc(NC(=O)c2cccs2)s1	2	-5	19	15	4	-5	15	0
O=C(NN1C(=O)/C(=C/C=C/c2ccco2)SC1=S)c1ccncc1	26	34	-1	-238	18	-5	28	6
COc1ccccc1OCC(=O)Nn1c(=S)[nH]c2ncccc2c1=O	-8	-6	0	-6	3	1	-12	2
COc1ccc(CCc2cc(OC)c(OC)c(OC)c2)cc1	x	-3	x	x	10	x	4	5
COc1ccc(NC(=S)NNC(=O)c2ccco2)c(OC)c1	-13	-4	0	-2	-2	9	-20	1
O=C(CC1Sc2ccccc2NC1=O)OC(C(=O)NCCc1ccccc1)c1cccnc1 (stereo not drawn)	7	-4	-4	0	22	-9	20	5
Cc1ccc2c(c1)N(CC(=O)N1CCN(c3ccccc3)CC1)C(=O)C(C)O2 (stereo not drawn)	11	-2	6	4	5	7	-4	7
COc1cc(OC)cc(C(=O)NCC(=O)OCC(=O)Nc2ccc(C)c(S(=O)(=O)N3CCOCC3)c2)c1	5	2	-13	-14	10	-14	-21	-1
CC(=O)c1cccc(OCC(=O)N(C)CC(=O)Nc2ccc(F)cc2)c1	3	-3	-11	-14	x	-7	-9	x
O=C(NCC1CCCO1)C1CC(=O)N(c2ccc(F)c(Cl)c2)C1 (stereo not drawn)	5	-7	12	4	9	-5	-3	1
CCOC(=O)C1=C(C)OC(N)=C(C#N)C1c1ccsc1 (stereo not drawn)	-11	11	1	-25	-4	-2	-35	-3
FC(F)(F)c1ccc(Oc2ccc3cc(Br)ccc3c2)nc1	-1	4	7	-3	-3	2	6	1
COc1cccc(CC(=O)NC2CCCN(Cc3ccccc3F)C2)c1 (stereo not drawn)	-7	6	-2	-12	16	-7	-17	0
CC(C)(Oc1ccc(Cl)cc1)C(=O)O/N=C(\N)c1ccncc1	4	-6	2	20	12	-2	-9	0
O=C(/C=C/c1ccccc1)NC1CC2CCCC(C1)N2Cc1ccccc1 (stereo not drawn)	-1	x	-15	6	x	-6	x	x
O=C(CN(Cc1ccc(F)cc1)C(=O)CCC(=O)Nc1ccccn1)NCc1ccc(F)cc1	11	7	5	0	9	0	-28	2
COc1cc(-c2cc(C(=O)N3CCN(c4ccccn4)CC3)c3ccccc3n2)cc(OC)c1OC	12	-4	1	1	-341	-3	8	3
CCOC(=O)N1CCN(c2c(NCc3ccccn3)c(=O)c2=O)CC1	9	3	-5	13	4	-2	-6	0
COc1ccc(CN2CCNC(=O)C2CC(=O)NCc2cnn(C)c2)cc1OC (stereo not drawn)	-9	4	3	28	-44	7	-7	-5
Nc1ccn(CC(=O)N2CCN(c3ccccn3)CC2)c(=O)n1	4	-5	-8	-4	-33	-13	-4	3
COC(=O)c1cccc(-n2cnnn2)c1	8	-5	-15	-27	23	-8	-11	1
COC(=O)CCC(=O)OC1(C)C(=O)C2=CN(CC(C)C)C(c3ccc(OC)cc3)=CC2=C(Br)C1=O (stereo not drawn)	52*	x	0	34	x	10	x	x
CC(C)NC(=O)c1ccccc1NC(=O)CN(c1ccc2c(c1)OCO2)S(C)(=O)=O	-4	-9	10	-42	1	4	15	1
CNC(=O)/C(C#N)=C/c1ccc(-c2nc3ccccc3s2)o1	-22	-4	64*	-3	-422	-2	5	-35
Nc1nc(-c2ccc(Br)s2)c(Br)s1	6	9	1	2	18	-11	23	1
COc1ccc(/C=C(\C#N)C(=O)OCC(=O)NCc2ccco2)cc1	6	-4	-10	-16	2	-17	-9	-7
COc1ccc(CN2CCN(Cc3ccccc3F)CC2)cc1OC	-17	3	-6	25	5	-7	-1	-1
Cc1ccc2[nH]c(=O)c3cc(C(=O)N(C)c4ccc(C)c(C)c4)sc3c2c1	1	-1	-5	3	8	-9	-5	0
COc1ccc(C(=O)Sc2ccc(C)cc2)cc1OC	5	4	-28	-60	6	-32	14	0
CC[N+](C)(CC)CC(O)COCC1COc2ccccc2O1 (stereo not drawn)	-8	-11	-6	11	12	0	5	0
COC(=O)c1ccc(NC(=O)c2c(C(=O)Nc3ccccc3)sc3nc(C)cc(=O)n23)cc1	-16	-6	-2	-1	-5	8	6	1
O=C1COc2ccc(S(=O)(=O)CCC(=O)N3CCN(c4cccc(C(F)(F)F)c4)CC3)cc2N1	12	-3	2	-7	5	0	11	1
c1ccc2nc3c(nc2c1)[nH]c1ccccc13	14	10	75*	29	-214	60*	28	-58
Clc1ccc(Cn2ncc3c(NCc4ccccc4)ncnc32)cc1	4	1	6	-11	1	-2	4	-1
O=C(CNC(=O)C1CCCCC1)NC1CCCCC1	2	-10	0	15	12	1	7	-2
Cc1ccc(NC(=O)COC(=O)[C@@H]2CCCN2C(=O)c2cccs2)cc1S(=O)(=O)N(C)C	1	-6	-5	-17	-1	-6	-15	1
CCN(CC)S(=O)(=O)c1ccc(S(=O)(=O)NCC2CCCO2)cc1 (stereo not drawn)	0	-5	1	-27	0	1	-8	3
O=S(=O)(O)c1cc(O)c2ccc(Nc3ccccc3)cc2c1	x	50*	x	x	i	x	15	-46
O=[N+]([O-])c1ccc(COc2ccccc2/C=N/O)cc1	-1	-6	5	3	17	-15	-6	2
CCn1ccnc1CN1CCN(CC(C)C)C(CCO)C1 (stereo not drawn)	-3	-7	3	-6	1	-2	-2	1
CN1CCN(C(=O)Nc2ccccc2CC[N+](=O)[O-])CC1	-3	-9	3	-6	3	3	-6	-6
C=CCn1c(CCNC(=O)c2ccc(Cl)c(Cl)c2)nnc1SCCOc1ccc(OC)cc1	24	-4	-1	-4	12	6	-4	0
O=C(CN1CCOCC1)Nc1ccc(Br)cn1	-9	-17	4	2	8	4	11	1

Following part.
Compound	Apaf-1 inh	HKDC1 inhibitor	SENP7 block	SENP6 block	SENP8 block-1	SENP8 block-2	PfG6PD inh	SENP1 FRET inh
COc1ccc(CCNC(=O)c2cc(-c3cc(C)ccc3O)n[nH]2)cc1OC	12	5	-7	-11	36	-11	-13	0
CCOC(=O)C1CCCN(CC(O)COc2ccc(OC)cc2C(C)(C)C)C1 (stereo not drawn)	17	1	-3	4	14	-11	8	1
CCc1ccc(N(C(=O)c2ccco2)C(C(=O)NC2CCCC2)c2ccncc2)cc1 (stereo not drawn)	3	-4	-2	-11	13	-3	-4	-1
O=C1CC2(CCCC2)C(=O)N1CN1CCN(S(=O)(=O)c2ccc(Cl)c(Cl)c2)CC1	-8	-4	3	0	12	10	18	1
COc1ccccc1Nc1nc(N)nc(CN2CCC(C)CC2)n1	-2	-5	-9	5	12	-6	-6	0
Cn1c2c(c(=O)n(C)c1=O)C1(C(=O)Nc3ccccc31)C(C#N)=C(N)O2 (stereo not drawn)	2	14	9	14	16	7	5	0
O=C(CNC(=O)c1ccccc1F)NCCc1ccc(Cl)cc1Cl	10	4	2	-17	2	-3	2	0
Cc1ccc(N2CC(C(=O)N/N=C/c3c(F)cccc3Cl)CC2=O)cc1 (stereo not drawn)	14	0	20	-20	3	-12	10	2
Cc1cc(C)nc(N2CCC(CNC(=O)CCc3ccccc3)CC2)n1	5	-5	-3	1	-76	6	3	0
COc1ccc(N2C(=O)CSC2c2cccc(OC)c2OC)cc1 (stereo not drawn)	x	-15	x	x	14	x	-6	0
CSc1nc(C)c2c(n1)N(c1ccc(O)cc1)CC2	6	7	-7	20	-177	-1	4	2
CCCOc1ccc(C(=O)NCC(c2ccco2)N(C)C)cc1 (stereo not drawn)	-3	7	2	0	-8	0	9	-5

Entries of single compounds as entered above:
Listed for CCCOc1ccc(C(=O)NCC(c2ccco2)N(C)C)cc1 (stereo not drawn) → Apaf-1 inh = -3; HKDC1 inhibitor = 7; SENP7 block = 2; SENP6 block = 0; SENP8 block-1 = -8; SENP8 block-2 = 0; PfG6PD inh = 9; SENP1 FRET inh = -5
Listed for CCc1ccc(N(C(=O)c2ccco2)C(C(=O)NC2CCCC2)c2ccncc2)cc1 (stereo not drawn) → Apaf-1 inh = 3; HKDC1 inhibitor = -4; SENP7 block = -2; SENP6 block = -11; SENP8 block-1 = 13; SENP8 block-2 = -3; PfG6PD inh = -4; SENP1 FRET inh = -1

Of the compounds above, three have an aryl thioether with sulfur outside any ring.
Compound	Apaf-1 inh	HKDC1 inhibitor	SENP7 block	SENP6 block	SENP8 block-1	SENP8 block-2	PfG6PD inh	SENP1 FRET inh
CCOC(=O)NC(=O)CSc1nnnn1-c1ccc(Cl)cc1	-11	1	13	-23	37	-8	-13	1
C=CCn1c(CCNC(=O)c2ccc(Cl)c(Cl)c2)nnc1SCCOc1ccc(OC)cc1	24	-4	-1	-4	12	6	-4	0
CSc1nc(C)c2c(n1)N(c1ccc(O)cc1)CC2	6	7	-7	20	-177	-1	4	2
